HTR5A inv ctr = HTR5A inverse agonists in luminescence cell assay, primary screen, counter-screen for OPRM1-OPRD1 heterodimer inverse agonist project, full-deck HTS | 5-hydroxytryptamine receptor 5A (Homo sapiens), P47898 | HTR5A cell line, inverse agonism | inhibition, % at 9.3 µM | hit rate 0.083% among 340,000 | AID 504634, 2011; in the data active = inhibition mostly above about 23%, no sharp cut-off; inactive = mostly below about 18%;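 also: 0% = cells with DMSO and 100% = no-cell wells with DMSO; some compounds called inactive have numbers as strong as hits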
SUMO Mot1 rescue = yeast Mot1-301 growth rescue at high temperature, primary screen, SUMOylation pathway inhibitor project, S. cerevisiae, ATP luminescence, 38.5C | growth rescue, % at 18.8 µM | hit rate 1% among 320,000 | S. cerevisiae Mot1-301 growth rescue; percent above DMSO median, 100 means doubled;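 active = every valid replicate shows activation above 250% relative to neutral control wells; inactive = the rest, any valid replicate at or below 250%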;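 also: OY570 slx delta 5 strain wells were the positive control but not used for scaling; some compounds called inactive have numbers as strong as hits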
phage Ecoli inh = growth loss of phage-infected E. coli, primary screen, RecBCD inhibitor project, absorbance, with phage, HTS; hit rate 0.26% among 360,000; inhibition, % at 11.9 µM; in the data active = inhibition above about 11%
PKA-R1A act = activators of PKA-R1A holoenzyme, primary screen, biochemical, fluorescence polarization, Cy5-IP20, bovine R1A, mouse PKAc. cAMP-dependent protein kinase type I-alpha regulatory subunit (Bos taurus) + …. PKA-R1A dissociation; scaled: DMSO 0%, 113 µM cGMP 100%. activation, % at 11.4 µM. hit rate 0.083% among 340,000. AID 504707, 2011;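 active = percent activation above the mean of all tested compounds plus 3 SD, cut at about 19% in these data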;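 also: higher means more PKAc released from R1A so a rise in polarization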
PfHsp90 set2 = growth inhibition of PfHsp90-expressing yeast, primary screen, antimalarial PfHsp90 inhibitor project, S. cerevisiae, BacTiter-Glo luminescence, single point, set 2. inhibition, % at 9.4 µM. BacTiter-Glo ATP, 48 h; yeast lacking PDR1 and PDR3 efflux regulators. hit rate 0.32% among 310,000. AID 504621, 2011;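 active = every replicate shows inhibition above about 80%, whatever the replicate mean, limit read from the data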;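 also: 0% = DMSO neutral controls and 100% = 20 µM radicicol positive controls; yeast relying on Plasmodium falciparum Hsp90 in place of its own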
DSG3 Ab inh = inhibitors of pemphigus antibody binding to DSG3, primary screen, biochemical, bead-based, flow cytometry, scFv-GFP. Desmoglein-3 (Homo sapiens), P32926. DSG3-coupled beads, scFv-anti-DSG3-GFP binding; hits give low values. binding (percent of control), % at 10 µM. hit rate 0.48% among 310,000;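 active = binding more than 3 SD below its plate's average and above zero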;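 also: hits lower antibody fragment binding to DSG3; some compounds called inactive have numbers as strong as hits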
Target sequence (P32926 whole entry, looked up, the tested form may be a part): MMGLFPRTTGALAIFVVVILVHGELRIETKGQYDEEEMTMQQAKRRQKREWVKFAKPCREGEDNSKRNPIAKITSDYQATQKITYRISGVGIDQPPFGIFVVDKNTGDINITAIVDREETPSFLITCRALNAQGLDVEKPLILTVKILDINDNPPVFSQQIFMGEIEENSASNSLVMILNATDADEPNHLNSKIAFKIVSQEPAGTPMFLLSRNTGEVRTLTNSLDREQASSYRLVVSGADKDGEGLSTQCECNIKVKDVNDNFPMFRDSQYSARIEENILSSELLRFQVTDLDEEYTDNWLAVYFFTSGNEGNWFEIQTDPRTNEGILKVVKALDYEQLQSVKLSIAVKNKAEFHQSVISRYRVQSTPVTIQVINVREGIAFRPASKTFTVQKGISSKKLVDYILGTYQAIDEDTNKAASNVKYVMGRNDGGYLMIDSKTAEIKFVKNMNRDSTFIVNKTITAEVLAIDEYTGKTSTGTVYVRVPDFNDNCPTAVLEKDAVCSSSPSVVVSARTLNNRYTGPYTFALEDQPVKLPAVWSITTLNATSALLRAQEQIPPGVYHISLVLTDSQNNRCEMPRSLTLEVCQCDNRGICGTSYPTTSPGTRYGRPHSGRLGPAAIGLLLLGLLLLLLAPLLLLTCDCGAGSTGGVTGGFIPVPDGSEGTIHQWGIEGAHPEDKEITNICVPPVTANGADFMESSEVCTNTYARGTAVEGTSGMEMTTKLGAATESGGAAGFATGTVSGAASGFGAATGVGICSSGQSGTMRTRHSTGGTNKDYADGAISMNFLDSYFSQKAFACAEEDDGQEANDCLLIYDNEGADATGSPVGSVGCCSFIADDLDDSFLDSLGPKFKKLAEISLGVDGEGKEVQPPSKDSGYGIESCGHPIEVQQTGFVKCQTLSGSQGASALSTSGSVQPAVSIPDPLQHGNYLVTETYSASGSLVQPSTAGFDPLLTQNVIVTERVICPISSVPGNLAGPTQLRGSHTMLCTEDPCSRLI
E coli growth = E. coli V3065 growth inhibition, primary screen, counter-screen for AddAB inhibitor project, absorbance, OD600 | 18 h | inhibition, % at 11.9 µM | hit rate 0.27% among 330,000 | AID 449728, 2010;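 active = inhibition above the campaign's mean inhibition across all tested compounds plus 3 SD, cut at about 9.9% in these data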;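 also: uninfected addAB+ strain grown without phage in ampicillin broth; 0% = DMSO wells and 100% = ciprofloxacin 0.95 µg/ml wells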
OPRM1-OPRD1 ag = agonists of OPRM1-OPRD1 heterodimerization, primary screen, cell-based, luminescence; hit rate 0.3% among 340,000; cells; Mu-type opioid receptor (Homo sapiens) + Delta-type opioid receptor (Homo sapiens), …; activation, % at 9.3 µM; in the data active = activation above about 18%;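 also: 0% = vehicle-treated cells and 100% = reference agonist; values of inactives mirror those of a sister screen read the other way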
MOR-DOR inv ag = inverse agonists of MOR-DOR heterodimerization, primary screen, cell-based, luminescence | Mu-type opioid receptor (Homo sapiens) + Delta-type opioid receptor (Homo sapiens), … | hit rate 0.21% among 340,000 | cell-based MOR-DOR heterodimer luminescence, inverse agonism | inhibition, % at 9.3 µM; in the data active = inhibition above about 22%, passing the limit was not always enough;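 also: 0% = cells with DMSO and 100% = wells without cells with DMSO; values of inactives mirror those of a sister screen read the other way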
AddAB inh = growth inhibition of E. coli expressing H. pylori AddAB, primary screen, AddAB inhibitor project, absorbance. hit rate 0.29% among 330,000. inhibition, % at 11.9 µM. AID 435030, 2010; in the data active = inhibition above about 12%;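 also: 0% = vehicle wells of infected cells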
HTR5A ag ctr = HTR5A agonists in luminescence cell assay, primary screen, counter-screen for OPRM1-OPRD1 heterodimer agonist project, full-deck HTS. 5-hydroxytryptamine receptor 5A (Homo sapiens), P47898. cell-based. activation, % at 9.3 µM. hit rate 0.61% among 340,000. AID 504692, 2011; in the data active = activation mostly above about 9.5%, no sharp cut-off; inactive = mostly below about 7.6%;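 also: 0% = cells with vehicle only and 100% = reference agonist; strong numbers were not always called active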
Numbers without * were called inactive; x = not tested or not shown.

SMILES	HTR5A inv ctr	SUMO Mot1 rescue	phage Ecoli inh	PKA-R1A act	PfHsp90 set2	DSG3 Ab inh	E coli growth	OPRM1-OPRD1 ag	MOR-DOR inv ag	AddAB inh	HTR5A ag ctr
CC(=O)c1sc(NC(=O)c2ccc(C(C)(C)C)cc2)nc1C	13	10	2.7	4	19	x	-0.6	0.5	-2	-0.2	4
COc1ccc(NC(=O)Cc2c(F)cccc2Cl)cc1	1	1	1.8	0	16	112	2.9	-0.5	3	2.9	0
N#C/C(C(N)=O)=C1/CCc2ccccc2N1	1	32	-1.6	-10	6	106	0.4	0.6	-3	1.5	1
Cc1ccc(/C=C(\C#N)c2nc3ccccc3[nH]2)s1	21	4	0.9	7	18	100	-1.6	-0.5	3	1.5	-1
CC(C)(C)NCC(O)COc1ccccc1C(=O)CCc1ccccc1 (centres undefined)	13	45	-0.2	-5	23	104	2.1	5.1	-29	1.1	6
Cc1cc(OCC(=O)NCC(c2cccs2)N2CCOCC2)ccc1C(C)C (centres undefined)	5	89	1.2	-8	x	107	-0.2	0.7	-4	-0.7	-2
O=C(COC(=O)c1ccc(Br)o1)Nc1cccc(S(=O)(=O)N2CCOCC2)c1	2	-15	1.9	0	x	89	-2.2	-2.2	12	-3.9	-1
CC1(C)Cc2ccccc2C(Nn2cnnc2)=N1	6	-18	3.3	7	13	104	0.6	0.0	0	1.8	2
CSc1ccc(-c2cccc([N+](=O)[O-])c2)nn1	-8	68	1.2	0	x	105	0.8	0.5	-3	-0.1	3
O=C1NC(=S)NC1=Cc1ccco1	5	x	0.7	4	x	78*	x	-2.0	10	x	-2
O=C(O)c1cccc(CSc2nnc(COc3ccccc3)o2)c1	19	0	0.9	-3	0	x	0.8	-2.7	12	2.8	-1
COc1ccc(-c2noc(CN(C)S(=O)(=O)c3ccccc3)n2)cc1OC	1	1	3.6	-2	-7	x	-2.1	-0.3	1	0.3	-8
O=C(CSc1nc2[nH]ncc2c(=O)[nH]1)Nc1cccc(Cl)c1	15	256	-0.2	-9	35	98	-0.5	0.1	0	1.4	-6
COc1ccccc1NCN1C(=O)CCC1=O	0	-4	2.2	11	16	104	0.3	-0.1	1	-0.9	0
COc1ccccc1-c1ccc(=O)n(CC(=O)Nc2ccc(C(=O)N3CCCC3)cc2)n1	-11	16	3.8	-3	11	x	-0.5	-0.9	5	0.0	-2
COC(=O)c1ccc(/C=N/NC(=O)CC(=O)NC(C)C)cc1	-5	-10	1.1	-12	-8	107	-2.0	-2.7	15	-1.1	2
O=C(OCc1ccc(Cl)cc1)c1ccccc1C(=O)c1ccccc1	1	-20	3.1	-10	0	103	1.0	-2.4	12	0.7	4
CCOC(=O)c1c(C)[nH]c(C)c1C(=O)COC(=O)Cc1n[nH]c(=O)c2ccccc12	1	1	5.6	-4	5	x	-1.1	1.1	-5	-0.7	0
CC1(c2ccc(OC(F)F)cc2)NC(=O)N(CC(=O)NC2CCCC2)C1=O (centres undefined)	-1	-5	0.3	0	4	101	-0.3	-3.0	16	-0.8	0
COc1ccc(S(=O)(=O)N(C)C)cc1NC(=O)CCCSc1ccccc1	3	155	1.0	1	4	x	-0.1	0.5	-4	0.5	-1

Some of these compounds in order of their number in phage Ecoli inh, descending.
SMILES | phage Ecoli inh
COc1ccccc1-c1ccc(=O)n(CC(=O)Nc2ccc(C(=O)N3CCCC3)cc2)n1 | 3.8
COc1ccccc1NCN1C(=O)CCC1=O | 2.2
O=C(O)c1cccc(CSc2nnc(COc3ccccc3)o2)c1 | 0.9

(list continues)
SMILES	HTR5A inv ctr	SUMO Mot1 rescue	phage Ecoli inh	PKA-R1A act	PfHsp90 set2	DSG3 Ab inh	E coli growth	OPRM1-OPRD1 ag	MOR-DOR inv ag	AddAB inh	HTR5A ag ctr
CCN1/C(=C/C=C/c2sc3ccccc3[n+]2CC)Sc2ccccc21	15	-2	x	-15	20	-10*	9.3	-1.2	7	13*	-4
COc1ccc(C(C(=O)NC2CCCC2)N(Cc2ccco2)C(=O)c2snc(C(N)=O)c2N)cc1OC (centres undefined)	-16	-1	-0.5	0	10	108	-0.3	-2.3	12	0.7	3
N#Cc1cccc(C(=O)Nc2cccc(S(=O)(=O)N3CCCC3)c2)c1	-13	-8	-1.5	-15	-6	106	0.3	-2.4	16	3.9	1
Cc1cc(=O)[nH]c(SCC(=O)Nc2cc(S(=O)(=O)N(C)C)ccc2Cl)n1	-8	11	1.5	-6	-30	97	1.9	1.5	-8	3.7	3
COc1cccc(CNS(=O)(=O)c2cccc(S(=O)(=O)N3CCOCC3)c2)c1	3	1	2.2	-10	-3	101	0.2	-0.7	4	2.3	10
Cc1ccc(-c2nnc(NCc3nc4ccccc4[nH]3)c3ccccc23)cc1S(=O)(=O)N1CCOCC1	15	-6	x	-6	-9	82	-1.5	5.1	-32	1.1	9
COCCn1cnc2cc(C)c(C)cc21	10	1	0.5	-1	x	x	0.5	-1.2	6	3.2	-5
COC(=O)c1cc(OC)c(OC)cc1NC(=S)N1CCOCC1	12	x	0.1	-2	-6	107	x	-2.4	11	x	-3
O=C(N[C@@H](Cc1ccccc1)C(=O)O)c1c(F)c(F)c(F)c(F)c1F	-10	3	2.2	-1	-17	107	0.4	-3.0	17	2.9	7
CCOC(=O)C1=C(C)N(C)C(C)=C(C(=O)OCC)C1c1ccsc1	6	-16	2.6	-5	-13	107	-1.9	3.3	-16	-0.4	-2
Cc1ccc(C(=O)c2ccccc2C(=O)OCC(=O)NC(=O)NC(C)(C)C)cc1	-11	16	-2.4	-5	-20	94	-2.5	-0.5	2	1.5	4
Fc1cccc(CSc2ccc3nnc(-c4cccnc4)n3n2)c1	3	x	1.4	-5	-19	86	1.1	-1.8	8	1.9	-1
CC(=O)c1ccc(N2CCN(C(=O)c3ccc(C(=O)c4ccccc4)cc3)CC2)cc1	6	x	1.2	3	-19	x	-0.9	0.6	-2	2.0	-2
CCOC(=O)C1CCN(c2ccc([N+](=O)[O-])cc2)CC1	-1	27	1.7	-2	-11	82	-1.9	-2.9	14	0.5	13*
CCOC(=O)c1ccc(N2C(=O)C(O)=C(C(C)=O)C2c2ccccc2)cc1 (centres undefined)	5	8	1.7	-3	-37	x	-1.4	-0.5	2	0.4	-2
Fc1ccc(CNc2nc(-c3ccco3)cc(C(F)(F)F)n2)cc1	5	-32	4.5	-4	-5	109	1.1	4.9	-26	1.2	1
COC(=O)c1ccc(NC(=O)Cn2nc(-c3ccncc3)nc2SCC(=O)Nc2nccs2)cc1	-5	8	2.0	-5	x	x	-1.4	-3.0	15	0.2	2
CC(C)[C@H](NC(=O)c1cc2cc(Cl)ccc2n1C)C(=O)N[C@@H](C(=O)O)c1ccccc1	12	1	0.3	-4	3	110	-1.8	-3.3	15	-1.7	-3
Cc1cc(OCCn2cnc3ccccc3c2=O)ccc1[N+](=O)[O-]	-3	-6	2.7	-2	3	106	-1.3	-0.5	3	0.2	0
CC1OC(OC2C(Oc3c(-c4ccc(O)cc4)oc4cc(O)cc(O)c4c3=O)OC(COC3O[C@@H](C)[C@H](O)[C@@H](O)C3O)C(O)C2O)C(O)C(O)C1O (some centres undefined)	5	2	1.4	6	-14	102	-0.8	-0.5	2	2.9	0
O=C(CN(C(=O)c1csnn1)c1cccc(F)c1)NCc1ccc2c(c1)OCO2	8	11	-0.1	-6	-21	98	0.9	-1.6	9	4.4	-3
COCCn1c(=S)[nH]c2cc(C(=O)NCCCN3CCOCC3)ccc2c1=O	1	-14	4.4	6	-37	106	-1.8	-1.2	6	-0.2	1
CCOC(=O)c1sc(=NC(=O)C2CC2)n(C)c1C	29	36	0.2	-11	x	111	-2.6	-4.0	19	1.0	-4
C=CCN=C(CC)C1=C(O)CCCC1=O	0	-9	-0.7	5	4	102	3.3	-2.5	13	1.4	0
C=CCNC(=O)c1ccc2c(c1)S(=O)(=O)c1ccccc1C2=O	-6	-12	3.3	-6	x	102	0.1	1.9	-11	0.8	-2
O=C1CCN(Cc2ccc([N+](=O)[O-])cc2)CCN1CCO	22	124	0.5	3	-14	102	1.5	-1.5	8	1.1	2
COc1ccc(CN(C(=O)c2cc3ccccc3oc2=O)C2CCS(=O)(=O)C2)cc1OC (centres undefined)	-22	157	0.5	7	-16	x	-3.2	-1.4	9	2.5	1
O=[N+]([O-])c1ccccc1N/N=C/c1cc2ccccc2nc1Cl	2	-6	1.0	-2	-21	97	-1.2	-1.2	7	1.0	-1
COc1cccc(N2CCN(Cc3nc4ccccc4c(=O)[nH]3)CC2)c1	-8	-9	2.5	-8	0	108	1.7	-2.6	12	3.7	-4

By substructure: the entries above with an NH in an aromatic ring.
SMILES	HTR5A inv ctr	SUMO Mot1 rescue	phage Ecoli inh	PKA-R1A act	PfHsp90 set2	DSG3 Ab inh	E coli growth	OPRM1-OPRD1 ag	MOR-DOR inv ag	AddAB inh	HTR5A ag ctr
Cc1ccc(/C=C(\C#N)c2nc3ccccc3[nH]2)s1	21	4	0.9	7	18	100	-1.6	-0.5	3	1.5	-1
O=C(CSc1nc2[nH]ncc2c(=O)[nH]1)Nc1cccc(Cl)c1	15	256	-0.2	-9	35	98	-0.5	0.1	0	1.4	-6
CCOC(=O)c1c(C)[nH]c(C)c1C(=O)COC(=O)Cc1n[nH]c(=O)c2ccccc12	1	1	5.6	-4	5	x	-1.1	1.1	-5	-0.7	0
Cc1cc(=O)[nH]c(SCC(=O)Nc2cc(S(=O)(=O)N(C)C)ccc2Cl)n1	-8	11	1.5	-6	-30	97	1.9	1.5	-8	3.7	3
Cc1ccc(-c2nnc(NCc3nc4ccccc4[nH]3)c3ccccc23)cc1S(=O)(=O)N1CCOCC1	15	-6	x	-6	-9	82	-1.5	5.1	-32	1.1	9
COCCn1c(=S)[nH]c2cc(C(=O)NCCCN3CCOCC3)ccc2c1=O	1	-14	4.4	6	-37	106	-1.8	-1.2	6	-0.2	1
COc1cccc(N2CCN(Cc3nc4ccccc4c(=O)[nH]3)CC2)c1	-8	-9	2.5	-8	0	108	1.7	-2.6	12	3.7	-4
